UBC13 inh: blocks human UBC13 polyubiquitin chain formation; TR-FRET; inhibition, % at 20 µM; P61088; 330,000 tested, 0.47% active; in the data active = inhibition above about 45%, passing the limit was not always enough
Target sequence (P61088 whole entry, looked up): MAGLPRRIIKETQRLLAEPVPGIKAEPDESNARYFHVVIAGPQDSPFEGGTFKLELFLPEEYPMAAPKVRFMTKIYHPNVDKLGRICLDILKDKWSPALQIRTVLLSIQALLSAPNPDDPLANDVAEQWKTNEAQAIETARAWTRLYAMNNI
Apaf1 inhib: blocks human Apaf-1 apoptosome activity. inhibition, % at 20 µM. AID 489030. reconstituted apoptosome caspase-3 activity, DEVD-Rh110 fluorescence. O14727. 330,000 tested, 0.71% active; active = inhibition of at least 40% at 20 µM;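 also: plate controls were DMSO wells for no effect and DEVD-CHO caspase inhibitor wells for full effect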
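Medium: Hepes buffer, pH 7.5 / System: biochemical Apaf-1 apoptosome reconstitution / Measured by: Rh110 fluorescence, excitation 480 nm, emission 540 nm / Times: compound with Apaf-1, dATP, procaspase-3 30 min, then 50 min reaction, room temperature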
SENP8 block: inhibitors of human SENP8 protease | purified SENP8, Z-RLRGG-aminoluciferin cleavage, luminescence | 330,000 tested, 1.2% active | AID 2540 | Q96LD8 | inhibition, % at 10 µM
697 NFkB inh: lowers PMA/ionomycin-induced NF-kB signal in 697 B cells. 697 B-cell NF-kB luciferase reporter, 16 h. inhibition, % at 4 µM. 330,000 tested, 0.33% active; in the data active = inhibition above about 35%
EBI2 block: blocks human EBI2 receptor beta-arrestin signaling. P32249. inhibition, % at 5 µM. 360,000 tested, 0.81% active. AID 651636. EBI2 beta-arrestin recruitment, luminescence, 7a,25-OHC stimulated; in the data active = inhibition above about 38%;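 also: enzyme fragment complementation signal reports receptor beta-arrestin coupling in cells; 0% = agonist plus DMSO wells and 100% = wells without agonist; some results beyond the cut were filed as inactive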
Target sequence (P32249 whole entry, looked up, the tested form may be a part): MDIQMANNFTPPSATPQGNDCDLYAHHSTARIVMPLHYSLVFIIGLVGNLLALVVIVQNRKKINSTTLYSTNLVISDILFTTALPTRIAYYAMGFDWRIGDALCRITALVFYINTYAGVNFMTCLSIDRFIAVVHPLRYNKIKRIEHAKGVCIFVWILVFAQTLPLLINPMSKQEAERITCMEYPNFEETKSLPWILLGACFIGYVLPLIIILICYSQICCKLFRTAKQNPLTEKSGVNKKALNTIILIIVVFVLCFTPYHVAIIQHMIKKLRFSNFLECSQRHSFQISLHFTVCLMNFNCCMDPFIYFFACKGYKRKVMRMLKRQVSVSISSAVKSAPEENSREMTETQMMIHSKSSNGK
Jurkat NFkB inh: inhibitors of the PMA/ionomycin-induced NF-kB reporter in Jurkat cells; PMA/ionomycin-induced NF-kB luciferase reporter, luminescence; inhibition, % at 4 µM; 330,000 tested, 0.53% active; AID 435003
CCR6 antag: blocks CCL20-driven beta-arrestin recruitment at human CCR6; CHO-K1 CCR6 PathHunter beta-arrestin, luminescence, CCL20-stimulated; 340,000 tested, 0.49% active; P51684; inhibition, % at 20 µM;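 active = compounds whose inhibition of the agonist-driven luminescence signal at 20 µM reaches about 50%, limit read from the data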;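 also: cells stimulated with CCL20 at 14 nM final; plate controls were DMSO with CCL20 for no effect and DMSO without agonist for full effect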
Target sequence (P51684 whole entry, looked up): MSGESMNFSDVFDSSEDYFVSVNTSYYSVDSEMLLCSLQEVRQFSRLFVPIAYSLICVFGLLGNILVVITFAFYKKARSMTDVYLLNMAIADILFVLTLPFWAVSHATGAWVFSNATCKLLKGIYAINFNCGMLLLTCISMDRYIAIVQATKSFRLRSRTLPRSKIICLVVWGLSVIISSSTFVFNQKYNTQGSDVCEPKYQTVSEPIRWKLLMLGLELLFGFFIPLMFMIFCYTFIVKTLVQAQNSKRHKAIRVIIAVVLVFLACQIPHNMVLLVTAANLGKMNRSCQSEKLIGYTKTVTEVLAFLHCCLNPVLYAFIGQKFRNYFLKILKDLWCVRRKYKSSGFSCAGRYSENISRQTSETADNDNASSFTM
Gli-Sufu block: Gli-Sufu pathway antagonism. 340,000 tested, 0.74% active. AID 588413. inhibition, % at 5 µM. Sufu-KO-LIGHT fibroblasts, Gli luciferase reporter luminescence;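 active = inhibition above about 55%, limit read from the data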;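 also: 0% = DMSO-treated cells and 100% = wells with medium but no cells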
Starred values were filed as active, the others as inactive; · = no result given. Rule as the data show it, unless noted: active = inhibition above about 50%; inactive = the rest. The list is partial (hit frequency here may not be typical).

#1 CC(C)c1ccc(C(C)NC(=S)NC2CCCCC2)cc1 (stereo unspecified)
#2 O=S(=O)(Nc1ccc(N2CCOCC2)nn1)c1ccccc1
#3 C[C@@H]1NC(=O)[C@H](CCC(N)=O)NC(=O)c2cc([N+](=O)[O-])cc(I)c2NCC[C@@H](C(N)=O)NC1=O
#4 COc1ccc(-c2csc3ncn(-c4cccc(C)c4)c(=O)c23)cc1OC
#5 CC(=O)c1cc(N2CCC(C(=O)O)CC2)ccc1[N+](=O)[O-]
screen / no.	1	2	3	4	5
UBC13 inh	4.8	2.5	-0.9	3.3	-18.4
Apaf1 inhib	15.8	-3.9	-2.5	0.7	-0.3
SENP8 block	1.5	-0.6	5.6	-3.3	2.1
697 NFkB inh	1.5	13.6	4.0	6.9	11.6
EBI2 block	-3.1	-10.1	·	10.9	-1.8
Jurkat NFkB inh	22.1	0.4	21.0	1.7	-0.4
CCR6 antag	12.3	4.4	1.0	17.6	-3.3
Gli-Sufu block	16.7	-1.0	4.7	3.1	1.5

#6 CCC(C)c1ccccc1NC(=O)CN1CCN(C/C=C/c2ccccc2)CC1 (stereo unspecified)
#7 COc1ccc(NC(=S)N2C3CCC2CC(NC(=O)NC24CC5CC(CC(C5)C2)C4)C3)c(OC)c1 (stereo unspecified)
#8 CCCC(=O)NNC(=O)Nc1ccccc1
#9 O=C(O)c1ccc(N2CCCC2=O)cc1
#10 c1ccc(CCn2c(SCc3ccccc3)nnc2-c2ccncc2)cc1
screen / no.	6	7	8	9	10
UBC13 inh	9.9	-7.6	0.2	-2.5	-0.5
Apaf1 inhib	23.4	8.1	-10.7	-1.3	5.6
SENP8 block	-1.7	-4.1	-0.5	-1.9	9.4
697 NFkB inh	-14.2	6.7	27.3	9.6	-43.1
EBI2 block	0.6	-0.6	-10.5	-5.2	2.6
Jurkat NFkB inh	-4.2	-6.3	-2.1	8.4	0.7
CCR6 antag	-0.1	11.1	1.3	2.0	-2.8
Gli-Sufu block	14.4	-3.4	4.9	2.5	-4.9

#11 O=C(NCc1ccco1)C1CCN(S(=O)(=O)c2cccc([N+](=O)[O-])c2)CC1
#12 Cc1ccc(C)c(-n2nnnc2SCC(=O)Nc2cccc(-c3nnc4n3CCCCC4)c2)c1
#13 CSc1nc(N)nc2c1ncn2CC(=O)Nc1ccc(C)c(C)c1
#14 COc1ccc(-c2[nH]ncc2CN(CCO)CC23CC4CC(CC(C4)C2)C3)c(OC)c1
#15 COc1cccc(CNC(=O)C2CCCN2S(=O)(=O)c2ccc3c(c2)C(C)(C)C(=O)N3C)c1 (stereo unspecified)
screen / no.	11	12	13	14	15
UBC13 inh	2.2	-1.8	-0.5	25.6	0.6
Apaf1 inhib	-0.2	18.9	7.3	11.0	1.6
SENP8 block	2.6	-10.5	-16.0	-2.4	3.4
697 NFkB inh	22.7	-16.3	-21.6	-2.2	9.7
EBI2 block	-10.9	2.2	-8.8	9.7	2.9
Jurkat NFkB inh	8.6	9.6	-2.6	4.9	1.1
CCR6 antag	-6.5	-12.8	-10.2	-6.0	6.0
Gli-Sufu block	7.0	1.5	14.7	4.7	4.3

#16 CCCCCC(=O)NC(=S)Nc1cccc(C(C)=O)c1
#17 CCN(CC)S(=O)(=O)c1cccc(NC(=O)CCNC(=O)c2ccc([N+](=O)[O-])cc2)c1
#18 CC(C(=O)NC(=O)NC1CCCCC1)N1CCN(c2ccccn2)CC1 (stereo unspecified)
#19 O=C(OCCN(CCOC(=O)c1ccncc1)S(=O)(=O)c1cccs1)c1ccncc1
#20 CCN(CC)C(=O)CC(c1ccc(F)cc1)c1ccco1 (stereo unspecified)
screen / no.	16	17	18	19	20
UBC13 inh	-7.2	12.0	4.9	3.1	-13.0
Apaf1 inhib	11.0	-4.8	12.8	-1.3	11.6
SENP8 block	2.9	4.7	1.7	-9.0	-3.0
697 NFkB inh	-10.2	6.4	1.9	5.3	-13.8
EBI2 block	-7.5	-4.7	0.3	0.4	-16.6
Jurkat NFkB inh	3.0	10.8	-5.9	4.3	-19.5
CCR6 antag	21.4	2.2	-4.2	1.8	-16.1
Gli-Sufu block	-1.6	6.4	4.1	-35.7	26.7

#21 O=C(O)c1cc(N/N=C/c2c(O)ccc3ccccc23)ccc1Cl
#22 COc1ccc(-c2nc3c(c(SCC(=O)N4CCOCC4)n2)COC(C)(C)C3)cc1
#23 Cn1c(N)c(C(=O)COC(=O)CCCN2C(=O)c3ccccc3C2=O)c(=O)n(C)c1=O
#24 NC(=O)C1CCN(C(=O)CSc2nc3c(c(-c4ccccc4)n2)CCCC3)CC1
#25 Cc1cc(C)n(C(=O)c2ccc(C)c(F)c2F)n1
screen / no.	21	22	23	24	25
UBC13 inh	-14.5	14.7	14.6	4.2	6.1
Apaf1 inhib	13.8	5.0	-8.0	-4.0	-1.1
SENP8 block	43.6	1.9	-0.6	0.7	-7.2
697 NFkB inh	-79.4	-16.7	18.2	7.6	-17.4
EBI2 block	0.4	3.2	1.4	9.5	-7.5
Jurkat NFkB inh	-24.5	-12.7	-7.4	2.8	-5.0
CCR6 antag	0.5	11.2	5.1	-7.2	-3.5
Gli-Sufu block	-37.3	8.7	-15.2	4.7	-8.8

#26 C=CCNc1ncnc2c1cnn2-c1ccc(C)cc1C
#27 COc1ccccc1Nc1nc(N2CCCC2)nc(N2CCOCC2)n1
#28 CCOC(=O)N1CCN(C(=O)c2cn(CC)c3ccc(S(=O)(=O)N4CCOCC4)cc3c2=O)CC1
#29 CCC(=O)Nc1cc(C(=O)OCC(=O)c2ccccc2)ccc1C
#30 CC(NC(=O)c1ccco1)C(=O)N1CCN(C(c2ccccc2)c2ccccc2)CC1 (stereo unspecified)
screen / no.	26	27	28	29	30
UBC13 inh	-1.0	6.9	-3.7	9.3	3.8
Apaf1 inhib	2.1	8.8	-3.8	-4.5	14.2
SENP8 block	4.5	-3.8	3.5	-12.0	-6.6
697 NFkB inh	-14.0	0.5	-1.5	-53.5	-4.1
EBI2 block	0.8	-6.6	0.1	-9.5	-1.9
Jurkat NFkB inh	8.1	-1.4	-0.5	-31.1	-2.6
CCR6 antag	-4.2	12.5	-1.4	7.5	3.2
Gli-Sufu block	-6.0	4.9	-30.0	-40.5	6.4

#31 CCOc1ccc(-c2nc(CSCC(=O)NCc3ccco3)c(C)o2)cc1
#32 CC(=O)c1c(C)nc(Nc2nc3ccccc3s2)nc1C
#33 Oc1ccc(Nc2ccnc3cc(Cl)ccc23)cc1
#34 Cc1ccc(-n2nc3c(c2NC(=O)CC(C)C)CS(=O)(=O)C3)cc1
#35 CC1(C(=O)NC2CCCC2)CCC(=O)N1Cc1ccccc1 (stereo unspecified)
screen / no.	31	32	33	34	35
UBC13 inh	2.4	-4.5	-2.1	2.2	-6.1
Apaf1 inhib	8.5	-17.5	7.4	-5.4	-4.3
SENP8 block	-3.3	-1.9	-6.8	6.7	-1.2
697 NFkB inh	98.7*	-290.7	-6.9	3.0	-8.7
EBI2 block	13.1	-6.0	32.1	3.5	2.3
Jurkat NFkB inh	40.2	-129.4	-31.4	6.4	8.3
CCR6 antag	1.8	8.2	-1.1	14.1	-4.6
Gli-Sufu block	7.6	-64.5	10.3	11.3	-14.9

#36 O=C(OCC(=O)N1c2ccccc2Sc2ccccc21)C1CC(=O)N(Cc2ccco2)C1 (stereo unspecified)
#37 O=[N+]([O-])c1cc([N+](=O)[O-])c(Oc2ccc(F)cc2F)cc1NN1CCCCC1
#38 Oc1ccccc1-n1c(-c2ccccc2)ccc1-c1ccccc1
#39 CCOc1ccccc1NC(=O)c1cnc2n(c1=O)CCS2
#40 CN1CCN(NC(=O)c2cn(-c3ccccc3)nc2-c2ccc(OC(F)F)cc2)CC1
screen / no.	36	37	38	39	40
UBC13 inh	5.7	0.8	4.1	0.6	5.6
Apaf1 inhib	1.4	10.1	17.2	8.1	-8.4
SENP8 block	-8.8	3.9	8.8	5.5	5.3
697 NFkB inh	2.8	3.4	-12.2	-58.5	14.9
EBI2 block	-4.3	13.4	17.5	4.4	-6.5
Jurkat NFkB inh	4.2	14.5	-4.4	-45.3	2.1
CCR6 antag	6.2	20.9	31.2	-16.9	0.6
Gli-Sufu block	-2.2	-0.5	-5.9	2.5	6.4

#41 Clc1ccc(CNc2ccc(CNc3ncn[nH]3)cc2)c(Cl)c1
#42 COCc1c(C(=O)NCCc2ccc(OC(F)F)cc2)oc2ccccc12
#43 COc1ccc(S(=O)(=O)N(C)C[C@H]2Oc3ccc(NS(=O)(=O)c4ccccc4)cc3CC(=O)N([C@H](C)CO)C[C@@H]2C)cc1
#44 COc1ccc(/C=C2\SC(=S)N(CCC(=O)Nc3cccc(C(=O)O)c3)C2=O)cc1
#45 COc1ccc(N(C(=O)c2ccccc2OC(C)=O)C(C)C2CC2)cc1 (stereo unspecified)
screen / no.	41	42	43	44	45
UBC13 inh	3.5	11.0	12.2	-21.2	-7.2
Apaf1 inhib	-6.1	2.7	17.4	-0.3	0.3
SENP8 block	6.8	-3.1	-2.0	53.2*	2.6
697 NFkB inh	11.3	-0.4	29.9	41.5*	15.5
EBI2 block	-8.9	9.0	-10.1	-0.6	-0.1
Jurkat NFkB inh	11.1	4.9	4.2	-5.4	-13.7
CCR6 antag	9.0	16.0	10.3	17.8	4.9
Gli-Sufu block	-2.5	-0.9	12.6	6.1	1.7

Not a retest: 5 of the compounds above.
#38 Oc1ccccc1-n1c(-c2ccccc2)ccc1-c1ccccc1
#39 CCOc1ccccc1NC(=O)c1cnc2n(c1=O)CCS2
#40 CN1CCN(NC(=O)c2cn(-c3ccccc3)nc2-c2ccc(OC(F)F)cc2)CC1
#41 Clc1ccc(CNc2ccc(CNc3ncn[nH]3)cc2)c(Cl)c1
#42 COCc1c(C(=O)NCCc2ccc(OC(F)F)cc2)oc2ccccc12
screen / no.	38	39	40	41	42
UBC13 inh	4.1	0.6	5.6	3.5	11.0
Apaf1 inhib	17.2	8.1	-8.4	-6.1	2.7
SENP8 block	8.8	5.5	5.3	6.8	-3.1
697 NFkB inh	-12.2	-58.5	14.9	11.3	-0.4
EBI2 block	17.5	4.4	-6.5	-8.9	9.0
Jurkat NFkB inh	-4.4	-45.3	2.1	11.1	4.9
CCR6 antag	31.2	-16.9	0.6	9.0	16.0
Gli-Sufu block	-5.9	2.5	6.4	-2.5	-0.9

(cont.)
#46 CC(C)NC(=O)CN(c1cccc([N+](=O)[O-])c1)S(=O)(=O)c1ccccc1
#47 CCCNC(=O)c1ccccc1SCc1c(C)noc1C
#48 COc1ccc(OC)c(S(=O)(=O)N(C)CC(=O)N2CCN(c3cccc(Cl)c3)CC2)c1
#49 CCC(NC(=O)c1ccccc1NC(=O)c1ccco1)C(=O)NNC(=O)c1ccncc1 (stereo unspecified)
#50 CCCNC(=O)C(=O)Nc1ccc2c(c1)N(S(=O)(=O)c1cccs1)CCC2
#51 COc1ccc(-c2csc(NC(=O)C3CSC4(C)CCC(=O)N34)n2)cc1OC (stereo unspecified)
screen / no.	46	47	48	49	50	51
UBC13 inh	0.8	-4.5	3.8	0.5	6.1	-8.3
Apaf1 inhib	0.2	-3.1	-1.7	-7.3	15.9	4.6
SENP8 block	-9.7	-1.1	-2.8	-0.6	9.2	15.0
697 NFkB inh	6.9	11.0	-2.0	13.5	-25.3	15.7
EBI2 block	-9.9	5.3	-11.9	2.0	-6.6	-7.2
Jurkat NFkB inh	4.7	8.8	8.8	10.8	45.4	7.9
CCR6 antag	6.2	-1.1	-22.9	9.4	15.9	-4.5
Gli-Sufu block	-10.8	2.2	-6.2	-1.1	-17.4	-23.1

From PubChem
